UCHL1 inh – human UCHL1 deubiquitinase inhibition. purified UCHL1, Ub-rhodamine cleavage fluorescence. inhibition, % at 20 µM. 47,000 tested, 0.2% active. AID 1645859
Target sequence (P09936 whole entry, looked up): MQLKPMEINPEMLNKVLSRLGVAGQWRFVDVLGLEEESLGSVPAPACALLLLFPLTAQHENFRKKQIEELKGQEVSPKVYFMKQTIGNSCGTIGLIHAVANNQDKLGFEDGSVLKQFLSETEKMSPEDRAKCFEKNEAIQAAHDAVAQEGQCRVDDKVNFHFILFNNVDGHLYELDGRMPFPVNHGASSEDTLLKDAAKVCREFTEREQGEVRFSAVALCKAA
USP7 block – inhibitors of human USP7 deubiquitinase; Q93009; purified USP7, Ub-rhodamine cleavage fluorescence; inhibition, % at 20 µM; 47,000 tested, 0.3% active; AID 1645854
USP17 inh – blocks human USP17 ubiquitin-rhodamine cleavage; A8MUK1; 47,000 tested, 6.5% active; inhibition, % at 50 µM; purified USP17, Ub-rhodamine cleavage fluorescence, 3 h
USP8 inh – blocks human USP8 ubiquitin-rhodamine cleavage; purified USP8, Ub-rhodamine cleavage fluorescence, 30 min; inhibition, % at 20 µM; 47,000 tested, 4.2% active; AID 1645853
USP28 inh – human USP28 deubiquitinase inhibition. Q96RU2. purified USP28, Ub-rhodamine cleavage fluorescence, 30 min. inhibition, % at 25 µM. 47,000 tested, 3% active
OTUD3 block – human OTUD3 deubiquitinase inhibition | Q5T2D3 | purified OTUD3, Ub-rhodamine fluorescence, 2 h | inhibition, % at 25 µM | 47,000 tested, 0.7% active | AID 1645858
USP10 inh – blocks human USP10 ubiquitin-rhodamine cleavage. purified USP10, Ub-rhodamine fluorescence, 60 min. AID 1645856. inhibition, % at 20 µM. Q14694. 47,000 tested, 1.1% active
USP30 inh – blocks human USP30 ubiquitin-rhodamine cleavage | inhibition, % at 25 µM | 47,000 tested, 5.3% active | Q70CQ3 | purified USP30, Ub-rhodamine cleavage fluorescence | AID 1645860
Target sequence (Q70CQ3 whole entry, looked up): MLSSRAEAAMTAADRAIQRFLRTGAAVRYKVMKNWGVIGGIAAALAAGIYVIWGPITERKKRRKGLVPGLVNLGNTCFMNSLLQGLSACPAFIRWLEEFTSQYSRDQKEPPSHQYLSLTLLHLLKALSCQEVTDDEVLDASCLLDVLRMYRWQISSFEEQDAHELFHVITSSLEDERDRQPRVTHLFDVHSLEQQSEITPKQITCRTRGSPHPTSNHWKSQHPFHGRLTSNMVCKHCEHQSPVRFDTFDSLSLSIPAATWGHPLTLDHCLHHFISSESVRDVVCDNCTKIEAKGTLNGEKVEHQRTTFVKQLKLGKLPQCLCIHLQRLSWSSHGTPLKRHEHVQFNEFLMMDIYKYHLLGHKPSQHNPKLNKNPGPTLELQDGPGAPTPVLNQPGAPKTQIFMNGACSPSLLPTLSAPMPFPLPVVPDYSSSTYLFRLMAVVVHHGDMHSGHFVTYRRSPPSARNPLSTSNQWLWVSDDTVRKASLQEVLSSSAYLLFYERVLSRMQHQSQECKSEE
Numbers without * were called inactive; i = inactive; . = not tested or not shown. Cut-off read from the data, not from the text of the source: active = inhibition above about 30%; inactive = the rest.

SMILES	UCHL1 inh	USP7 block	USP17 inh	USP8 inh	USP28 inh	OTUD3 block	USP10 inh	USP30 inh
CC1=C(C(=O)Nc2ccccn2)C(c2ccc(Cl)c(Cl)c2)n2ncnc2N1 (stereo unspecified)	6	0	.	24	12	17	4	17
CC1NC(=O)[C@H]2C[C@H](C(=O)Nc3cccnc3)[C@@H]1N2Cc1ccccc1 (stereo partly specified)	-3	2	1	-5	-4	-1	-1	-43
CCc1cccc(NC(=O)c2nc3ccccc3n(C)c2=O)c1	1	0	58*	4	48*	4	-2	86*
COc1ccc(/C=C\c2nccc3c2[nH]c2ccccc23)cc1	0	2	-153	-193	-258	-170	-5	i
Cc1cc(O)cc(C)c1C#N	5	3	-16	-201	5	12	1	10
COc1cc(=O)n2c(c1C(=O)NCc1ccc(SC)cc1)CCCC2	1	-2	-4	-5	2	-4	0	-14
Cc1sc2nc(SCC(=O)Nc3ccccc3O)n(Cc3ccco3)c(=O)c2c1C	8	9	13	54*	12	11	21	15
Cn1cnc2c(C(=O)NCc3ccc(F)cc3)nn(-c3ccccc3)c2c1=O	-5	-6	1	-3	-5	-7	-5	-44
Cn1c(=O)c2ccc(C3CCCCN3C(=O)CCOc3ccccc3)nc2n(C)c1=O (stereo unspecified)	0	0	4	1	-4	2	2	-9
COc1ccc(CCNc2ncnc3c2nc2n3CCCCC2)cc1OC	0	-2	-3	-5	10	0	-1	-5
CCn1c(CNc2ccc(C)cc2)nnc1SCC(=O)Nc1ccc(C(=O)OC)cc1	3	2	24	3	42*	2	0	8
O=C(c1ccc(Cl)cc1)N1CCCn2c1nc1ccccc12	-2	-58	-2	3	-9	-4	1	-27
Cc1sc2ncn3c(=O)n(CC(=O)Nc4ccc(F)c(Cl)c4)nc3c2c1C	-1	2	53*	-3	7	6	-3	16
CCCCCCC1CCC(O)CC(O)CC(O)CC(O)CC(O)CC(O)/C(C)=C/C=C\C=C/C=C/C=C/[C@H](O)[C@@H](C)OC1=O (stereo partly specified)	-33	-28	8	-218	-8	2	-5	-95
O=C(Nc1ccc(-n2nnc(C(=O)N3CCCC3)n2)cc1)c1ccc(F)cc1Cl	4	8	13	28	1	5	12	24
c1cnn(-c2ccc(-c3noc(C4CCCC4)n3)cn2)c1	2	-13	20	21	16	17	5	22
COc1cccc(CNC(=O)c2ccc3nc(N4CCOCC4)sc3c2)c1OC	1	2	-3	-49	8	-5	-1	-7
Cc1cn[nH]c1CC1CCCN(C(=O)Cc2c[nH]c3ccccc23)C1 (stereo unspecified)	-2	-2	-3	3	9	1	1	1
Cc1nn(C)c(C(=O)Oc2cc(Cl)cc(Cl)c2)c1[N+](=O)[O-]	1	7	5	-24	0	6	5	17
Cc1ccc(C(C(=O)NC2CCCCC2)N(C(=O)CCCC(=O)Nc2ccccn2)c2ccc3c(c2)OCCO3)cc1 (stereo unspecified)	4	5	48*	8	22	21	20	38*
CC(Oc1ccccc1)C(=O)NC1CCCc2ccccc21 (stereo unspecified)	2	-1	19	7	11	11	-1	0
Cc1cc(NC(=O)c2cccc(-n3cnnc3)n2)ccc1NC(=O)c1cc2ccccc2o1	1	5	11	15	11	6	-1	12
O=C(Cc1ccc2c(c1)OCCO2)NCc1nnc2c(C(F)(F)F)cc(Cl)cn12	1	1	4	9	0	8	-2	12
COc1ccc(-c2nn(-c3ccccc3)cc2C(=O)N2CCCCC2)cc1	-1	-4	-6	0	-13	-5	3	-2
COc1ccc(CCNC(=O)c2ccc3ccccc3n2)cc1	-37	-38	-37	-36	-16	-40	-1	-204
COc1ccccc1NC(=O)/C=C\c1cn(-c2ccccc2)nc1-c1cccc([N+](=O)[O-])c1	1	0	-5	-20	1	-2	0	3
c1coc(-c2nc3ccccc3c3nnc(SCc4ccc5nonc5c4)n23)c1	5	10	2	7	-13	-4	1	-25
Cc1ccc(C)c(NS(=O)(=O)c2cc3n(c2)CCN(C)C3=O)c1	-1	2	-2	0	-1	0	5	-1
Cc1noc(-c2cccn(Cc3cc(F)ccc3F)c2=O)n1	-1	3	6	3	29	5	1	5
CC(C)(O)C1Cc2cc(C(=O)O)ccc2O1 (stereo unspecified)	0	0	-16	0	-11	-11	0	4
CC(=O)c1cccc(S(=O)(=O)Nc2ccccc2Cc2ccccc2)c1	4	-7	4	6	20	4	14	-5
O=S(=O)(c1ccccc1OC(F)(F)F)N1CCN(c2ccnc3cc(Cl)ccc23)CC1	5	7	-10	-49	1	-2	1	-13
COc1ccc(CNC(=O)c2cccc(N3C(=O)N4CCc5c([nH]c6ccccc56)[C@@]4(C)C3=O)c2)cc1	1	3	0	3	-7	-15	-2	0
Cn1c(=O)c2c(nc(CN(Cc3ccccc3)Cc3ccccc3)n2Cc2ccc(Cl)cc2)n(C)c1=O	1	4	-1	-12	-5	1	4	4
Cn1cccc1Cc1nnc(SCC(=O)NCc2ccccc2Cl)n1CCc1ccccc1	1	-30	25	2	0	-14	1	-5
Cc1ccc(-c2cnc([C@@H]3COCCN3C3CCOCC3)[nH]2)cc1	0	.	-39	3	9	3	-2	-4
O=S1(=O)C[C@H](NCc2ccccc2)[C@@H](S(=O)(=O)c2ccc(F)cc2)C1	-3	-1	-5	2	-2	-14	-3	-4
Cc1nnsc1-c1onc(C)c1C(N)=O	4	8	24	11	7	8	0	14
COc1ccccc1CC(NC(C)=O)C(=O)NC1CCN(c2c(Cc3ccccc3)c(C)nc3ncnn23)CC1 (stereo unspecified)	-1	0	-5	-4	-3	1	-1	2
CN1C(=O)c2ccccc2C(=O)[C@@]2(C)CN(Cc3ccccc3)C[C@@H]12	0	5	1	-9	3	2	1	9
CCc1cc2c3c([nH]c2cc1S(=O)(=O)NCCOC)CCCC3=O	1	-6	-12	-77	-6	0	2	-19
NS(=O)(=O)c1ccc(NC(=O)CN2CCc3ccccc32)cc1	-2	0	-3	9	-1	0	-3	-19
Cc1cccc(NC(=O)C2CCCCN2S(=O)(=O)c2ccccc2)c1C (stereo unspecified)	1	2	8	13	15	12	1	7
CCc1cc(=O)[nH]c(NC2CCN(CC(=O)Nc3ccc4c(c3)OCO4)CC2)n1	-3	2	-24	12	-6	-1	2	0
CC(=O)c1sc(/C(C#N)=C/c2ccco2)nc1C	-18	-22	-128	-152	-170	-177	-12	i
O=C(N[C@@H]1[C@@H](c2ccccc2)[C@@H](CO)N2CCCC[C@H]12)N1CCOCC1	-24	-23	-92	-45	-113	-67	-6	-351
CCOC(=O)N1CCN(c2ccc3c(cc2=O)[C@@H](NC(C)=O)CCc2cc(OC)c(OC)c(OC)c2-3)CC1	1	-1	3	28	-1	8	-4	-5
Cc1cc(F)ccc1-c1ccccc1CC1CN(C(=O)c2cncnc2C)CCNC1=O (stereo unspecified)	-1	-3	-6	-6	-3	-7	-2	-13
COc1ccccc1CNCc1c(C(=O)O)n(Cc2ccc(F)cc2Cl)c2cc(C)ccc12	1	-1	20	-5	8	9	2	18
O=C(Cc1cccc2ccccc12)NCc1nnnn1-c1cccc(F)c1	1	-2	3	16	8	9	-1	10
Cc1ccc2nc(C3CN(S(=O)(=O)c4cccnc4)C3)[nH]c2c1	-3	-1	-18	-125	-9	-8	-1	-20
CCc1ccc(NC(=O)CCCc2nc3cccnc3n2CCOC)cc1	-6	-3	-42	-27	-14	-22	-5	-104
CCCn1c(N)c(NC(=O)c2ccc(C(F)(F)F)cc2)c(=O)n(CCC)c1=O	0	0	-4	-68	12	3	-5	-2
COc1ncccc1NC(=O)c1cc(Cl)ccn1	-61	-62	-149	-218	-240	-184	-4	i
CCN1[C@H]2CCN(C(=O)Nc3ccccc3Cl)CC[C@@H]2Oc2ccccc2S1(=O)=O	-1	1	-7	-1	0	-4	0	0
CCCC1(c2ccccc2)NC(=O)N(Cc2ncc(-c3ccc(Cl)cc3)o2)C1=O (stereo unspecified)	10	-68	15	15	26	21	11	24
CC12CN3CC(c4ccccc4)(CN(C1)C3c1ccc(F)cc1)C2=O (stereo unspecified)	3	3	24	2	6	5	0	10
COc1ccc(-c2nc(C#N)c(NCc3ccccc3OC)o2)cc1	5	8	-8	10	.	0	9	.
Cc1ccc(-c2nc(CNC(=O)C3CC3)no2)cc1	-4	-3	1	-17	.	3	-2	.
Nc1nc(Nc2ccc(Cl)cc2)sc1C(=O)c1cccc(C(F)(F)F)c1	1	9	3	15	11	12	5	17

Profiles from above.
`CCc1cc(=O)[nH]c(NC2CCN(CC(=O)Nc3ccc4c(c3)OCO4)CC2)n1` in the list: UCHL1 inh: -3; USP7 block: 2; USP17 inh: -24; USP8 inh: 12; USP28 inh: -6; OTUD3 block: -1; USP10 inh: 2; USP30 inh: 0
`COc1ccc(-c2nc(C#N)c(NCc3ccccc3OC)o2)cc1` in the list: UCHL1 inh: 5; USP7 block: 8; USP17 inh: -8; USP8 inh: 10; USP28 inh: .; OTUD3 block: 0; USP10 inh: 9; USP30 inh: .

(listing goes on)
SMILES	UCHL1 inh	USP7 block	USP17 inh	USP8 inh	USP28 inh	OTUD3 block	USP10 inh	USP30 inh
CN(C(=O)COc1ccc(Cl)cc1)c1nnc(C23CC4CC(CC(C4)C2)C3)s1	1	2	6	10	5	4	-2	0
COc1ccc(-n2nnc(S(=O)(=O)c3ccc(OC)cc3)c2C)cc1	1	-4	-5	3	8	7	2	-10
Clc1ccccc1-n1ncc2c(N3CCCCC3)ncnc21	0	5	4	9	5	5	1	4
COc1ccc(C(=O)[C@H]2CCCN(C(=O)c3cc(C(C)(C)C)[nH]n3)C2)cc1	4	1	8	12	14	13	1	13

A different layout for part of the listing above:
UCHL1 inh	USP7 block	USP17 inh	USP8 inh	USP28 inh	OTUD3 block	USP10 inh	USP30 inh	SMILES
1	-1	20	-5	8	9	2	18	COc1ccccc1CNCc1c(C(=O)O)n(Cc2ccc(F)cc2Cl)c2cc(C)ccc12
1	-2	3	16	8	9	-1	10	O=C(Cc1cccc2ccccc12)NCc1nnnn1-c1cccc(F)c1
-3	-1	-18	-125	-9	-8	-1	-20	Cc1ccc2nc(C3CN(S(=O)(=O)c4cccnc4)C3)[nH]c2c1
-6	-3	-42	-27	-14	-22	-5	-104	CCc1ccc(NC(=O)CCCc2nc3cccnc3n2CCOC)cc1
0	0	-4	-68	12	3	-5	-2	CCCn1c(N)c(NC(=O)c2ccc(C(F)(F)F)cc2)c(=O)n(CCC)c1=O
-61	-62	-149	-218	-240	-184	-4	i	COc1ncccc1NC(=O)c1cc(Cl)ccn1
-1	1	-7	-1	0	-4	0	0	CCN1[C@H]2CCN(C(=O)Nc3ccccc3Cl)CC[C@@H]2Oc2ccccc2S1(=O)=O
10	-68	15	15	26	21	11	24	CCCC1(c2ccccc2)NC(=O)N(Cc2ncc(-c3ccc(Cl)cc3)o2)C1=O (stereo unspecified)
3	3	24	2	6	5	0	10	CC12CN3CC(c4ccccc4)(CN(C1)C3c1ccc(F)cc1)C2=O (stereo unspecified)
5	8	-8	10	.	0	9	.	COc1ccc(-c2nc(C#N)c(NCc3ccccc3OC)o2)cc1
-4	-3	1	-17	.	3	-2	.	Cc1ccc(-c2nc(CNC(=O)C3CC3)no2)cc1
1	9	3	15	11	12	5	17	Nc1nc(Nc2ccc(Cl)cc2)sc1C(=O)c1cccc(C(F)(F)F)c1
1	2	6	10	5	4	-2	0	CN(C(=O)COc1ccc(Cl)cc1)c1nnc(C23CC4CC(CC(C4)C2)C3)s1
1	-4	-5	3	8	7	2	-10	COc1ccc(-n2nnc(S(=O)(=O)c3ccc(OC)cc3)c2C)cc1
0	5	4	9	5	5	1	4	Clc1ccccc1-n1ncc2c(N3CCCCC3)ncnc21
4	1	8	12	14	13	1	13	COc1ccc(C(=O)[C@H]2CCCN(C(=O)c3cc(C(C)(C)C)[nH]n3)C2)cc1

Screens deposited in PubChem by Dana-Farber Cancer Institute and Novartis Institutes for BioMedical Research (Cambridge, Mass).
